Compound activity from PubChem BioAssay.
NCI-60 one-dose screen, 48 h, at 10 µM unless noted. Numbers give growth in % (100 = growth as untreated, 0 = no growth, -100 = all killed).
UACC-62 – UACC-62 melanoma. 81,000 compounds, 5.4% hits
EKVX – EKVX NSCLC; 71,000 compounds, 3% hits; AID 1794765
MALME-3M – MALME-3M melanoma; 78,000 compounds, 5.8% hits
* hit, by the source's call; . = no result given; & = joins results of further samples; ! = not active in a repeat; [ ] = dose if it differs, or a comment. The calls were made as follows: active = growth percent below 10; inactive = the rest. A portion of the library (hit frequency here may not be typical).

SMILES	UACC-62	EKVX	MALME-3M
C/C(Cl)=N/OC(=O)Nc1ccc(S(N)(=O)=O)c(C)c1	-100*[100 µM]	.	.
CC(=O)Oc1ccc2ccc(=O)oc2c1OC(C)=O	-66*![100 µM]	.	.
CC1(C)CC2(C)OC(=N)C1(C#N)C2(C#N)C#N (stereo not drawn)	-93*[100 µM]	.	.
COc1c(C)c(OC)c(C(=O)CC(C)C)c(OC)c1C	77&53[100 µM]	.	.
CC(=N/N=C/c1ccccn1)/C(C)=N/N=C(C)/C(C)=N/N=C(C)/C(C)=N/N=C(C)/C(C)=N\N=C\c1ccccn1	85&93[100 µM]	.	.
CC1C2(C)OC(=N)C(C#N)(C(c3cccc([N+](=O)[O-])c3)O2)C1(C#N)C#N (stereo not drawn)	100[100 µM]	.	.
C[C@@H]1C[C@H]2OC(=O)[C@@]3(C)CCC[C@@](C)([C@@H]23)[C@@]1(O)CCc1ccoc1	35&46[100 µM]	.	.
O=c1[nH]c(Nc2ccc(Cl)cc2)nc2nc[nH]c12	28&79[100 µM]	.	.
CC1=C(Cl)C[C@@H](/C(C)=C\Cl)O[C@@]1(O)C(Br)Br	-45*![100 µM]	.	.
N#CC1(C#N)N[C@@H](c2ccsc2)[C@H]2C(=O)N(c3ccccc3)C(=O)[C@H]21	0.2*![100 µM]	.	.
C=C(C)C1CC2(C)C(C)CC(OC(=O)/C(C)=C\C)CC2C(OC(=O)/C(C)=C\C)C1O (stereo not drawn)	5.5*[100 µM]	.	.
CC1C2(C)OCC(C#N)(C(=N)O2)C1(C#N)C#N (stereo not drawn)	102[100 µM]	.	.
N/N=C(\C(=O)Nc1ccc(Cl)cc1Cl)C(c1cnc2ccccc2n1)[N+](=O)[O-] (stereo not drawn)	39&75[100 µM]	.	.
CCOC(=O)c1nc2cc(C(F)(F)F)ccc2nc1Nc1ccc(F)cc1	-17*![100 µM]	.	.
Cc1nc(C(N)=S)sc1C(=O)C/C(=N/N)C(=O)Nc1cccc(Cl)c1C	57&81[100 µM]	.	.

Brought forward from above: 2 entries, then new ones.
SMILES	UACC-62	EKVX	MALME-3M
CCOC(=O)c1nc2cc(C(F)(F)F)ccc2nc1Nc1ccc(F)cc1	-17*![100 µM]	.	.
Cc1nc(C(N)=S)sc1C(=O)C/C(=N/N)C(=O)Nc1cccc(Cl)c1C	57&81[100 µM]	.	.
O=C(O)CCCC(=O)Nn1c(Cc2ccc(Cl)cc2)n[nH]c1=O	92&71[100 µM]	.	.
Clc1c(Cl)c(Cl)c2nn(C3CCCO3)nc2c1Cl (stereo not drawn)	-100*[100 µM]	.	.
COc1ccc(OC)c2c(Nc3ccc(S(=O)(=O)O)c4cc(S(=O)(=O)O)cc(S(=O)(=O)O)c34)cc(C)nc12	100&79[100 µM]	.	.
O=C(Cc1nc2ccc(C(=O)c3ccccc3)cc2[nH]c1=O)C(=O)Nc1ccc(Br)cc1	20&53[100 µM]	.	.
COc1c(O)ccc(C2=Cc3ccc(O)cc3OC2)c1OC	-25*[100 µM]	.	.
Cc1cc(O)c(C=O)c2c1C(=O)Oc1c(CO)c(O)c3c(c1O2)C(O)OC3=O (stereo not drawn)	94&61[100 µM]	.	.
O=c1c(-c2ccc3c(c2)OCO3)coc2c3c(ccc12)OCO3	-100*![100 µM]	.	.
Cc1ccc(OCC2OC(n3cnc4nc(Cl)nc(Cl)c43)CC2Oc2ccc(C)cc2)cc1 (stereo not drawn)	-100*[100 µM]	.	.
C=C1C(=O)OC2/C=C(\CO)CC/C=C(\CO)CC(OC(=O)C(C)C)C12 (stereo not drawn)	-99*[100 µM]	.	.
O=C(/C=C/c1ccccc1)OCC1=C[C@@H](O)[C@@H]2C=CO[C@@H](OC3OC(CO)C(O)C(O)C3O)[C@H]12 (stereo partly drawn)	92&83[100 µM]	.	.
O=Cc1ccc(-c2ccc(-c3ccc(CO)s3)o2)s1	-100*[100 µM]	.	.
O=C(CCc1ccccc1)ON1C(=S)NC(c2ccccc2)(c2ccccc2)C1=S	-5.8*[100 µM]	.	.
Cc1ccc(C)c(NC(=O)/C(=N\N)C(c2cnc3ccc([N+](=O)[O-])cc3n2)[N+](=O)[O-])c1 (stereo not drawn)	16&46[100 µM]	.	.
COc1cccc(N(CN2C(=O)CCC2C(=O)O)C(C)=O)c1 (stereo not drawn)	100&86[100 µM]	.	.
O=c1c2ncn(C3CCCCO3)c2n(-c2ccccc2)c(=S)n1-c1ccccc1 (stereo not drawn)	4.8*![100 µM]	.	.

One compound at a time (already shown). Values in the order: UACC-62 | EKVX | MALME-3M
O=C(CCc1ccccc1)ON1C(=S)NC(c2ccccc2)(c2ccccc2)C1=S as listed: -5.8*[100 µM] | . | .
COc1cccc(N(CN2C(=O)CCC2C(=O)O)C(C)=O)c1 (stereo not drawn) as listed: 100&86[100 µM] | . | .
Cc1ccc(OCC2OC(n3cnc4nc(Cl)nc(Cl)c43)CC2Oc2ccc(C)cc2)cc1 (stereo not drawn) as listed: -100*[100 µM] | . | .
O=c1c2ncn(C3CCCCO3)c2n(-c2ccccc2)c(=S)n1-c1ccccc1 (stereo not drawn) as listed: 4.8*![100 µM] | . | .

(listing goes on)
SMILES	UACC-62	EKVX	MALME-3M
CCC1CC(C)C(O)/C=C/C=C/CC(C)OC(=O)CC(O)C(OC)C1OC1OC(C)CC(O)(C(C)=O)C1O (stereo not drawn)	33&68[100 µM]	.	.
COc1cc(C)c2c(c1C=O)Oc1c(c(C)c(O)c3c1C(O)OC3=O)OC2=O (stereo not drawn)	-82*![100 µM]	.	.
CC(C)n1c2c(c3ccccc3c1=O)C(=O)c1ccccc1-2	57&82[100 µM]	.	.
COC(=O)C1=CO[C@@H](OC2OC(CO)C(O)C(O)C2O)[C@H]2[C@@H](C)[C@@H](O)[C@@H](O)[C@@H]12 (stereo partly drawn)	99&90[100 µM]	.	.
CC(C)(C)N/N=C(/Cc1nc2c3c(ccc2[nH]c1=O)C(=O)c1ccccc1C3=O)C(=O)NC1=C(Cl)C(=O)c2ccccc2C1=O	1.6*![100 µM]	.	.
Cc1nc2c(=O)n3c4c(cccc4c2o1)CCC3	77&55[100 µM]	.	.
O=C1CCCC(=O)N1n1c(Cc2ccccc2)n[nH]c1=O	95&82[100 µM]	.	.
O=C1/C(=C/c2ccccc2)N=C2Sc3c(nc[nH]c3=O)N12	16&19[100 µM]	.	.
CCOC(=O)C1C(C(C)C)C2(C#N)C(=N)OC1(C)C2(C#N)C#N (stereo not drawn)	-87*[100 µM]	.	.
CCOC(=O)C1(C#N)OC(=O)c2cnccc21 (stereo not drawn)	81&100[100 µM]	.	.
O=C1NC(N2CCOCC2)=N/C1=C\c1ccccc1O	42&64[100 µM]	.	.
Cc1cc(Br)cc(C)c1NC(=O)C(=O)Nn1c(=S)[nH]c2ccccc2c1=O	62&86[100 µM]	.	.
CCCOC(=O)c1cc(C(=CCC[C@H]2CC[C@@]3(C)[C@@H](CC[C@@H]4[C@@H]3CC[C@]3(C)[C@@H](C(C)CCCC(C)C)CC[C@@H]43)C2)c2cc(Cl)c(O)c(C(=O)OCCC)c2)cc(Cl)c1O (stereo partly drawn)	94&96[50 µM]	.	.
Cc1ccc(NC(=O)/C(Cc2cc(=O)oc3cc(O)ccc23)=N\NC(C)(C)C)cc1C	92&88[100 µM]	.	.
Cc1c(C#N)c(=N)oc2ccccc12	43&75[100 µM]	.	.
CCN(CC)CCNc1ncnc2c1cnn2-c1ccc(Cl)cc1	-51*	83	89

Rewritten with two lines to a compound: part of the list above.
Each structure is followed by: UACC-62	EKVX	MALME-3M
- COc1cc(C)c2c(c1C=O)Oc1c(c(C)c(O)c3c1C(O)OC3=O)OC2=O (stereo not drawn)
 : -82*![100 µM]	.	.
- CC(C)n1c2c(c3ccccc3c1=O)C(=O)c1ccccc1-2
 : 57&82[100 µM]	.	.

Compounds listed so far that have a furan ring, fused or not (2):
SMILES	UACC-62	EKVX	MALME-3M
C[C@@H]1C[C@H]2OC(=O)[C@@]3(C)CCC[C@@](C)([C@@H]23)[C@@]1(O)CCc1ccoc1	35&46[100 µM]	.	.
O=Cc1ccc(-c2ccc(-c3ccc(CO)s3)o2)s1	-100*[100 µM]	.	.
